Screening data deposited in PubChem by National Center for Advancing Translational Sciences (NCATS).
DRD3 agonist: agonists of human D3 dopamine receptor | P35462 | D3R DiscoveRx beta-arrestin cells, luminescence, 90 min | max activation, % | actives 0.58% (n = 410,000) | AID 652048; in the data active = max activation above about 30%; note: 0% is about no effect; mostly tested at two doses, the higher about 12 µM
Target sequence (P35462 whole entry, looked up): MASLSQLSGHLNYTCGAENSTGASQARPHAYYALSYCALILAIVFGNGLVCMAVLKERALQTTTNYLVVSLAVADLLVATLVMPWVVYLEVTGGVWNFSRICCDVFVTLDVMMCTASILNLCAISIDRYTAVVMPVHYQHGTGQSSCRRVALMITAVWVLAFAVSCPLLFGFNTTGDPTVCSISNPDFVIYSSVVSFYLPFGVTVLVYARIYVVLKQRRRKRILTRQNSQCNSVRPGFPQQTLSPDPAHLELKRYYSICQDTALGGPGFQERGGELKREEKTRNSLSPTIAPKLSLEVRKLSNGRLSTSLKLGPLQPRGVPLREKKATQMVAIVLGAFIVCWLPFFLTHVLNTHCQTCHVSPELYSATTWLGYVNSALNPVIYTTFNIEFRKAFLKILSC
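Cells at 1500/well, incubated overnight, then treated with pinned compounds (dopamine as control) for 90 min at 37 degrees C. DiscoveRx reagent added for 30 - 60 minutes at room temperature; luminescence read.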
GLP1R cytotox: cytotoxic in the GLP-1 receptor inverse agonist counter-screen | AID 624418 | actives 0.13% (n = 410,000) | HEK293 cAMP-luciferase reporter cells, luminescence, 24 h | Potency, µM (series often up to 38.3 µM), for inactives: at the highest dose activity change, negative = inhibition, actives largely listed as inhibitors; active = well fitted inhibition curve with a large enough effect; inconclusive = small, poorly fitted or top-dose-only effect, or another doubt; inactive = no such curve, though single readings can be large or run the other way;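 note: loss of luciferase light is scored as toxicity; potency is the fitted concentration of half-maximal effect; % is set by controls: 0 for no effect and ±100 for the full control effect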
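MLSMR compounds, 24 hr on cells at 37 deg C/5% CO2; luminescence after luciferase reagent (12 min RT). Inhibition counted as the undesired cytotoxic outcome.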
* = called active by the depositor; ? = inconclusive. Only part of the results is shown. The share of hits here may be higher or lower than overall.

Sample of the layout (3 entries):
Every second line gives: DRD3 agonist, GLP1R cytotox
- CC(=O)Nc1ccc(S(=O)(=O)N(Cc2ccccc2)Cc2ccccc2)cc1
    2.0, 4.7%
- COc1cccc(CNC(=O)CCc2c(C)nc3c4c(C)cc(C)nc4nn3c2C)c1
    -14.2, 0.0%
- CC(=O)c1cccc(N(C(=O)Cn2nnc3ccccc32)C(C(=O)NCc2ccccc2)c2ccc(F)cc2)c1 (configuration not stated)
    -12.2, -3.7%

The listing (from the top)
Every second line gives: DRD3 agonist, GLP1R cytotox
- CC(=O)Nc1ccc(S(=O)(=O)N(Cc2ccccc2)Cc2ccccc2)cc1
    2.0, 4.7%
- COc1cccc(CNC(=O)CCc2c(C)nc3c4c(C)cc(C)nc4nn3c2C)c1
    -14.2, 0.0%
- CC(=O)c1cccc(N(C(=O)Cn2nnc3ccccc32)C(C(=O)NCc2ccccc2)c2ccc(F)cc2)c1 (configuration not stated)
    -12.2, -3.7%
- CCOC(=O)c1ccc(NC(=O)CC2C(=O)N(c3ccc(C)cc3)C(=O)N2C2CCCC2)cc1 (configuration not stated)
    -18.5, -19.4%
- CCOc1ccccc1CNC(=O)c1c(C)oc2ncnc(N3CCOCC3)c12
    -8.4, -0.9%
- N#Cc1ccccc1Cn1c(=O)n(-c2cccc(C(F)(F)F)c2)c(=O)c2sccc21
    0.1, -3.6%
- Cc1ccc2ncc(C(=O)NCCc3ccc(S(N)(=O)=O)cc3)c(=O)n2c1
    -4.9, 5.1%
- COc1ccc(N2CCN(c3nc4ccc(C)cc4n4nnnc34)CC2)cc1
    73.3*, 11.3%
- COc1ccc(S(=O)(=O)N2CCN(c3ccccc3F)CC2)cc1-c1noc(C)n1
    3.2, -27.5%
- CCC(C)(C)NC(=O)C1CCC(CNS(=O)(=O)c2ccc3c(c2)CC(C)N3C(C)=O)CC1 (configuration not stated)
    11.8, 3.7%
- O=C(Cn1c(=O)oc2cc(Cl)ccc21)Nc1cccc(C(F)(F)F)c1
    3.3, -0.6%
- COc1ccc(CNC(=O)CCCn2c(SCC(N)=O)nc3cc4c(cc3c2=O)OCO4)cc1
    12.2, -2.3%
- O=C(/C=C/c1ccc(Cl)cc1)Nc1nc(-c2cccs2)ns1
    11.5, 7.7%
- CCN(CC)S(=O)(=O)c1ccc2c(c1)nc(CN(C)C(=O)Nc1ccc(C)c(Cl)c1)n2C
    -19.9, -1.5%
- CC(C)Cn1c(=O)c2ccccc2n2c(CCC(=O)NC(C)c3ccccc3)nnc12 (configuration not stated)
    16.0, -0.7%
- CCOC(=O)c1ccc(NC(=O)c2oc3c(c2C)-c2nn(Cc4ccccc4Cl)cc2CC3)cc1
    -8.6, -6.5%
- O=C(CSc1cn(CC(=O)N2CCCCC2)c2ccccc12)NCc1ccccc1
    10.2, -10.6%
- CCOc1ccccc1NC(=O)c1c(NCc2sccc2C)sc2c1CCC(C)C2 (configuration not stated)
    -4.9, -6.6%
- CCCCc1ccc(NC(=O)c2cc3c(=O)n4ccccc4nc3n2C)cc1
    7.9, -1.1%
- COc1ccc(-c2nc(CNS(=O)(=O)c3ccc(C)cc3)cs2)cc1
    -1.1, -1.2%
- CCOc1ccc(NC(=O)CSc2nccn2C2CCCC2)cc1
    8.6, -0.5%
- Cc1ccc(-c2noc(CCC(=O)Nc3ccc(F)cc3Cl)n2)cc1
    -7.8, -0.7%
- O=c1cc(-c2ccccc2)n2c(SCc3ccc(Br)cc3)nnc2[nH]1
    0.8, -0.2%
- CCOC(=O)c1c(NC(=O)COc2c(C)cc(Cl)cc2Cl)sc2c1CCCC2
    -5.8, -0.4%
- Cc1nc2ccn(Cc3cccs3)c(=O)c2cc1C(=O)NCc1ccc(Cl)cc1
    -25.7, -26.0%
- COc1cccc(Cn2c(CNS(=O)(=O)c3ccc(F)c(Cl)c3)nc3cccnc32)c1
    -32.5, -5.4%
- CCOC(=O)c1ccc(CN(Cc2ccccc2C)S(=O)(=O)c2ccc(C(C)(C)C)cc2)cc1
    -1.8, 4.8%
- CCOC(=O)c1ccc(N2CCN(c3cc(C)ccc3C)CC2)c(NC(=O)Nc2ccc(CC)cc2)c1
    2.7, -2.5%
- Cc1ccc(-c2nc3ccccc3[nH]2)cc1NC(=O)COc1ccccc1[N+](=O)[O-]
    1.5, ?
- Cc1ccccc1OCC(=O)Nc1ccc(OCc2cc(=O)n3ccccc3n2)cc1
    -19.7, 0.3%
- COc1ccc(OC)c(NC(=O)c2ccc3nc(C(C)C)oc3c2)c1
    2.2, -21.7%
- CCc1nnc(NC(=O)CSc2nccn2-c2ccc(OC)cc2)s1
    -18.4, -0.2%
- CCOc1ccc(CCNC(=O)c2nc(-c3cccc(F)c3)n3c2CCCCC3)cc1OCC
    0.6, -17.6%
- CCCSc1ncc(Cl)c(C(=O)N(Cc2ccc(N(C)C)cc2)C2CCS(=O)(=O)C2)n1 (configuration not stated)
    5.0, 1.6%
- CCN(CC)CCCNc1oc(/C=C/c2ccc(OC)c(OC)c2)nc1C#N
    -1.8, 23.3%
- Cc1ccc(CCNC(=O)CCN2N=C(c3ccc(C)cc3)CCC2=O)cc1
    -4.2, 2.8%
- CCN(C(=O)CN1C(=O)COc2ccc(S(=O)(=O)N3CCOCC3)cc21)c1cccc(C)c1
    -0.3, 7.8%
- O=C(Nc1ccc(Cl)c(C(F)(F)F)c1)c1ccc2c(c1)CCN2S(=O)(=O)c1ccccc1
    -3.6, -24.3%
- COc1ccc(CNC(=O)CCc2nnc3n(CC(C)C)c(=O)c4ccccc4n23)cc1
    -22.8, 1.0%
- CCOc1ccc(CNC(=O)c2cc(=O)[nH]c3ccc(S(=O)(=O)N4CCCCC4)cc23)cc1
    1.1, -7.5%
- CCOc1ccc(C2C(=O)N(C3CCCCC3)CC(=O)N2Cc2ccccc2OC)cc1OC (configuration not stated)
    -15.3, 15.0%
- Oc1ccccc1Nc1nc2ccccc2n2nnnc12
    2.4, -7.7%
- CCN(CC)CCCNC(=O)c1nn(C)c2c1CSc1ccccc1-2
    -18.4, -3.8%
- Cc1ccc(Nc2c(-c3ccc(N(C)C)cc3)nc3nc[nH]n23)cc1
    -14.6, -17.0%
- Cc1oc2c(c(C)cc3oc(=O)c(CC(=O)NCCc4ccccc4F)c(C)c32)c1C
    -19.1, 16.6%
- CCc1ccc(N2CCn3c2nc2c3c(=O)n(Cc3c(F)cccc3Cl)c(=O)n2C)cc1
    1.5, -16.1%
- O=C(NC1CC(=O)N(c2ccccc2)C1)c1ccco1 (configuration not stated)
    5.6, 2.4%
- CCOC(=O)N1CCc2c(sc3c2c(=O)n(-c2ccc(F)cc2)c(=O)n3CC(=O)c2ccccc2)C1
    14.2, 0.2%
- COc1cccc(N2CCN(Cc3cc(=O)oc4cc(C)ccc34)CC2)c1
    -13.3, -0.9%
- Cc1nc2c(C(=O)NCCc3ccc(Cl)cc3)cnn2c(C)c1Cc1c(F)cccc1Cl
    -13.5, 2.3%
- CCCSc1ncc(Cl)c(C(=O)Nc2ccc(S(=O)(=O)N3CCCCC3C)cc2)n1 (configuration not stated)
    -2.1, -17.1%
- CCn1cc(S(=O)(=O)c2cccc(Cl)c2)c(=O)c2cc(F)c(N3CCN(c4ccccc4)CC3)cc21
    2.1, 5.8%
- Cc1cn2c(=O)cc(COC(=O)c3cccc(NC(=O)c4ccccc4C)c3)nc2s1
    -0.7, 3.9%
- CCN1C(=O)c2ccccc2Sc2ccc(NC(=O)Cc3ccc(OC)cc3)cc21
    7.2, -19.3%
- CCOC(=O)c1oc2c(c1C)-c1nn(Cc3cccc(Cl)c3)cc1CC2
    1.5, 13.8%
- Cc1cccc(-c2nc3c(cnn3-c3ccccc3)c(=O)n2-c2ccc(Br)cc2)c1
    3.7, -6.8%
- CC1CCCN(CCCNC(=O)c2cc(Sc3ccc(F)cc3)nc3ccccc23)C1 (configuration not stated)
    -41.0, ?
- CCOC(=O)N1CCc2c(sc3c2c(=O)n(CCc2ccccc2)c(=O)n3CC(=O)Nc2ccc(C)cc2)C1
    -0.2, -1.4%
- Cc1ccc(N2CC(NC(=O)c3ccccc3Br)CC2=O)cc1 (configuration not stated)
    0.3, 2.6%
- O=C(Cn1c(=O)c2sccc2n(CC(=O)Nc2ccc(Cl)cc2Cl)c1=O)NCCc1ccccc1
    -15.7, -7.7%

More structures follow.
Every second line gives: DRD3 agonist, GLP1R cytotox
- COc1ccc(CCC(=O)NC2CC(=O)N(c3ccc(C)c(C)c3)C2)cc1 (configuration not stated)
    3.8, -13.3%
- Cc1ccc2c(c1)cc1c(=O)n(CC(=O)NCc3ccco3)nc(C)n12
    3.4, 1.8%
- Cc1ccc(N2CCn3c2nc2c3c(=O)n(CCCc3ccccc3)c(=O)n2C)cc1
    3.3, 23.3%
- O=C(NC1CC(=O)N(c2ccccc2)C1)c1cccs1 (configuration not stated)
    -1.1, 3.9%
- CCN(CC)c1ccc(NC(=O)Cn2nc3c(cc2=O)CCCC3)c(C)c1
    -16.3, -3.4%
- CCOc1ccccc1CNC(=O)c1oc2c(c1C)-c1[nH]ncc1CC2
    7.5, -6.2%
- Cc1cccc(-c2nc3c4ccccc4nc(NCc4ccccc4Cl)n3n2)c1
    -14.7, 10.7%
- CCOC(=O)C1CCC(CN(Cc2c(Cl)cccc2Cl)S(=O)(=O)c2ccc(F)cc2)CC1 (configuration not stated)
    1.3, 7.2%
- CCCCS(=O)(=O)c1nc(-c2ccc(Br)cc2)cc(-c2ccccc2)c1C#N
    3.8, 4.2%
- Cc1ccc(C)c(N(C)C(=O)C2CCN(c3ncnc4c3nc3n4CCCCC3)CC2)c1
    -5.1, -1.0%
- Cc1ccnc(NC(c2cc(C)ccc2O)c2ccc3cccnc3c2O)c1 (configuration not stated)
    3.4, -27.1%
- O=C(c1ccc2c(c1)N(Cc1ccccc1Cl)C(=O)c1ccccc1S2)N1CCCC1
    10.0, -9.6%
- COc1ccc(NC(=O)c2sc3nc(-c4ccc(OC)cc4)cc(C(F)(F)F)c3c2N)cc1
    0.9, 1.6%
- COc1ccc(C(CNC(=O)c2ccc(F)cc2)N2CCCC2)cc1 (configuration not stated)
    -30.6, 2.5%
- COc1ccc(NC(=O)CSc2nc(-c3cc(OC)c(OC)c(OC)c3)[nH]c2-c2ccc(F)cc2)cc1
    -24.0, -28.0%
- CCOC(=O)c1c(NC(C)=O)c2c3c(sc2n1Cc1c(C)cc(C)cc1C)CCCC3
    6.7, 2.5%
- COc1ccc(NC(=O)C2CCN(S(=O)(=O)c3cn(C)cn3)CC2)cc1Cl
    -4.6, -0.3%
- Cc1nn2c(=O)cc(COC(=O)c3ccccc3NC(=O)c3ccccc3C)nc2s1
    -3.1, 10.2%
- COc1ccc(CNC(=O)Cn2c(=O)nc(-c3ccccc3)c3ccccc32)cc1OC
    32.9*, -5.0%
- Cc1ccc(-n2nnnc2CNC(=O)c2cc(C(F)(F)F)cc(C(F)(F)F)c2)cc1C
    -5.5, 10.7%
- CCOC(=O)c1cc(OC(=O)c2cccc(Cl)c2)n(-c2ccccc2)n1
    -5.3, 10.5%
- COc1cccc(-c2nc(S(=O)(=O)c3ccc(Cl)cc3)c(NCc3ccccc3)o2)c1
    9.1, -9.4%
- COc1ccc(NC(=O)c2ncn(-c3ccccc3)n2)cc1Cl
    -13.2, -4.2%
- O=C(CSc1nc2c([nH]c3ccccc32)c(=O)n1-c1ccccc1)Nc1ccc2c(c1)OCCO2
    1.6, -13.5%
- COc1ccc(-n2nnnc2C2CCN(S(=O)(=O)c3cccc(C(F)(F)F)c3)CC2)cc1
    -4.9, 11.7%
- Cc1cccc(N2CCN(c3ncnc4onc(C)c34)CC2C)c1 (configuration not stated)
    4.0, -28.5%
- COc1ccc(CNC(=O)c2cn(-c3cccc(OC)c3)c(=O)c3ccccc23)cc1
    3.6, -2.7%
- CN(Cc1ccccc1)C(=O)CSc1nc2ccsc2c(=O)n1-c1ccc(F)cc1
    2.4, -8.3%
- CCOc1ccc(N2CC(NC(=O)c3ccc4c(c3)OCO4)CC2=O)cc1 (configuration not stated)
    5.7, -4.3%
- CN(C(=O)CSc1cn(CC(=O)N2CCCCC2)c2ccccc12)c1ccccc1
    8.9, 9.2%
- Cc1ccc(C)c(NC(=O)CSc2nc(=O)n(CCN(C)C)c3c2CCC3)c1
    -9.4, 2.4%
- Cc1ccc(Cn2cc3c(n2)-c2c(oc(C(=O)Nc4ccc(F)cc4F)c2C)CC3)cc1
    0.6, -6.9%
- O=C(c1ccc2c(c1)CCCC2)N1CCN(c2nc3ccc(F)cc3s2)CC1
    -8.1, 0.7%
- O=S(=O)(NCCc1csc2nc(-c3ccc(F)cc3)nn12)c1ccc(Br)cc1
    -9.7, -11.4%
- CCN(c1ncnc2c1c(-c1ccccc1)cn2-c1ccccc1)C1CCCCC1
    -2.1, 6.6%
- O=C(CCS(=O)(=O)c1nc(-c2ccc3c(c2)OCO3)cc(C(F)(F)F)n1)Nc1ccc(F)cc1F
    2.5, 3.7%
- N#Cc1ccccc1Cn1c(=O)n(CCCC(=O)NCc2ccc3c(c2)OCO3)c(=O)c2sccc21
    7.0, 0.5%
- COc1ccc(-n2nnc(-c3nc(-c4ccc5c(c4)OCO5)no3)c2C)cc1Cl
    7.9, -1.8%
